Screening data: PubChem, several laboratories
eIF4E-4G inh – eIF4E/eIF4G interaction inhibition in translation initiation. TR-FRET eIF4E-eIF4GI(517-606) binding, 2 h. AID 782. P63073+Q04637. inhibition, % at 21.7 µM. 0.37% of 220,000 active;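 active means inhibition above about 30%, limit read from the data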;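 further: 0% = full FRET control wells and 100% = background wells lacking eIF4GI fragment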
TNF necrop inh – inhibitors of TNF-alpha induced necroptosis in Jurkat FADD-/- cells. Jurkat FADD-/- TNF necroptosis rescue, ATP luminescence, 24 h; 0 = TNF only, 100 = no-TNF cells. activation (protection from cell death), % at 10 µM. 0.068% of 220,000 active;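 active means activation, meaning protection from cell death, of at least 50% relative to plate controls; inactive means activation below 50%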;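 further: necroptosis triggered by 40 ng/mL TNF-alpha added together with compound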
EBV gp42 inh – EBV gp42 inhibition; inhibition, % (tested at 21.74 µM); Fluorescence polarization binding assay, mP read-out; AID 1085; 0.42% of 220,000 active; in the data active means inhibition above about 50%
zVAD death inh – L929 zVAD cell death inhibition; viability rescue, % at 10 µM; 0.38% of 220,000 active; L929 zVAD necroptosis rescue, ATP luminescence, 24 h; with zVAD 60 µM;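 active means activation, scaled between plate controls, above about 75%, limit read from the data; inactive means activation under that limit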;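 further: 0% = zVAD with DMSO and 100% = DMSO alone without zVAD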
PERK inh – blocks human PERK kinase; Q9NZJ5; CHO PERK-DD fusion, SEAP luminescence translation reporter; inhibition, % at 5.6 µM; 0.17% of 220,000 active; AID 1416;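 active means inhibition above the mean inhibition of all tested compounds plus 3 SD, set separately per screening campaign, cut at about 2.9% in these data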;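 further: PERK kinase domain activated by AP20187 dimerizer at 100 nM; 0% = DMSO with dimerizer and 100% = rapamycin at 8.4 µM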
Rad51 HR inh – Rad51 (human) homologous recombination inhibition; 0.085% of 200,000 active; inhibition, % at 10 µM; AID 1385; hRad51 DNA strand exchange, fluorescence dequenching;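 active means inhibition above 40% at the single screening dose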;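 further: 0% = DMSO control wells and 100% = blanks with heterologous ssDNA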
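Test system: preformed human Rad51 ssDNA filaments; also added: Donor/quencher-labelled 47-bp dsDNA substrate; doses: 10 µM final, single point; times: 37 °C 15-min filament assembly, 30-min compound preincubation, 15-min exchange; detection: FRET fluorescence dequenching, excitation 485 nm, emission 520 nm; read-out basis: Fluorescence-based percent inhibition, control- and blank-normalised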
Calpain2 inh – inhibitors of pig calpain II; AID 1236; inhibition, % at 16 µM; 0.37% of 220,000 active; purified calpain II, fluorogenic peptide substrate, 30 min;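 active means inhibition above about 50%, limit read from the data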
Mdm2 ligase inh – Mdm2 E3 ligase (human) inhibition; signal enhancement, % at 5 µM; Q00987; cell-based MDM2 ubiquitination luciferase reporter, 2 h; 0 = plate control, 100 = twice control, blank-subtracted; 0.11% of 210,000 active; AID 1230;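 active means signal enhancement of 30% or more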;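 further: luminescence tracks abundance of the self-degrading MDM2-luciferase fusion protein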
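Material: stable MDM2–luciferase fusion reporter cells / Quantity: 2000 cells/well / Dosing: single 5 µM compound dose, 0.2% final DMSO / Buffer or medium: DMEM / Schedule: 4 h cell settling then 2 h compound exposure, 37 °C / Detection: luminescence with SteadyLite reagent, 15 min at room temperature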
Cl transport mod – KCC2 (human) Cl- transport modulation; KCC2 cells, thallium flux FluoZin-2 fluorescence; B-score of Tl+ flux slope (higher = more flux/activation; lower = inhibition) at 10 µM; 2.2% of 190,000 active; AID 1456;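 active means thallium flux slope and its plate-corrected score both differing from the plate sample mean at a set confidence after two filtering rounds, in either direction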;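 further: slope of fluorescence scaled to starting intensity during 10 to 20 s after thallium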
Target sequence (Q9H2X9 whole entry, looked up): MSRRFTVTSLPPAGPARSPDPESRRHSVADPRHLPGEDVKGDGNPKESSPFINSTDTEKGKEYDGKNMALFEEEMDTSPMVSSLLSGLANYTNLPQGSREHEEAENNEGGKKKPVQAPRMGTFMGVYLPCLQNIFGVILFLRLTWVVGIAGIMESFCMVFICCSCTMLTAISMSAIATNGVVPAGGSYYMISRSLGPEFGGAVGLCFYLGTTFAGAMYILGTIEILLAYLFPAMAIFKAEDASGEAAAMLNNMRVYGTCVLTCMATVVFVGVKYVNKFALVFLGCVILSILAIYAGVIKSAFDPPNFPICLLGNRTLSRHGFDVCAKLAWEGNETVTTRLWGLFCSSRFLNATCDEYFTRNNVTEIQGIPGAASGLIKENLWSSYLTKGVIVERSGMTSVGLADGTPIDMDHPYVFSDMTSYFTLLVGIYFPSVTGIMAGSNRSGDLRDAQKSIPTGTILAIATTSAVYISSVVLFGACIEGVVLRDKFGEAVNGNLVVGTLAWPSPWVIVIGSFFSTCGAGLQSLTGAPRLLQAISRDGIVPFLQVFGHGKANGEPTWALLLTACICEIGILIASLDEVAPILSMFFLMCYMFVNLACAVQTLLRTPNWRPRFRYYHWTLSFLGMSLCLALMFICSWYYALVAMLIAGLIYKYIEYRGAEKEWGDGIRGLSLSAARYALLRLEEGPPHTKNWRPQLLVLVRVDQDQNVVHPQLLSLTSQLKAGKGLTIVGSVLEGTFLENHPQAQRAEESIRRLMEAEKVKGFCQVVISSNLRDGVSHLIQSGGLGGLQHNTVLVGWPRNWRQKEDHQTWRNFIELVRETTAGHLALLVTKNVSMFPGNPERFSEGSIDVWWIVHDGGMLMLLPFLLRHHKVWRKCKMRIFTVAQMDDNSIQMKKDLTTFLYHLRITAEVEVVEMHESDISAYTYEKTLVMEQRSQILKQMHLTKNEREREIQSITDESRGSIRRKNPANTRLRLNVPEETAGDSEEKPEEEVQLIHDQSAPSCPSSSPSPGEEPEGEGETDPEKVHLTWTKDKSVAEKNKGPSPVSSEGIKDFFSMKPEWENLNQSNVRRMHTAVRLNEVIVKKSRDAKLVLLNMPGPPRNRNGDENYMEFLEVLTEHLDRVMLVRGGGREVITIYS
* marks the source's active call; other numbers are inactive results; · = not tested or not shown; & = joins results of further samples; [ ] = remark or other dose.

SMILES | eIF4E-4G inh | TNF necrop inh | EBV gp42 inh | zVAD death inh | PERK inh | Rad51 HR inh | Calpain2 inh | Mdm2 ligase inh | Cl transport mod
CCOCCN1CCN(c2c3c(nc4cc(-c5ccc(F)cc5)nn24)CCC3)CC1 | -2 | 1.0 | 3 | 0.5 | -1.4 | 7 | -32 | -14 | -0.035
Brc1c(CSc2nnc(-c3ccco3)o2)nc2ccccn12 | -1 | -0.9 | 15 | -0.3 | -0.8 | 1 | 18 | -13 | -0.71
Brc1ccc(C2Nc3cccc4cccc(c34)N2)o1 | 2 | -7.8 | 12 | 1.3 | 0.7 | 4 | -21 | -17 | ·
Nc1nnn(CC(=O)N/N=C/c2ccc(O)cc2)n1 | 2 | 0.4 | -11 | 1.0 | 0.6 | -28 | 17 | -13 | 0.29
Cc1oc(CC(C)C)cc1C(=O)NCCCC(=O)O | 3 | -1.2 | 0 | 1.3 | -0.5 | · | 3 | -12 | 0.46
O=C(NC(=S)N1CCN(c2ccc(O)cc2)CC1)c1cccs1 | -1 | -5.3 | -16 | 0.1 | 1.0 | · | 1 | -4 | 2.8
O=C(CCN1CCN(c2ccccc2)CC1)Nc1nccs1 | -9 | 6.0 | -6 | 0.6 | 0.7 | 1 | -12 | -18 | ·
N#CCOc1nc(N2CCCCC2)nc(N2CCCCC2)n1 | -2 | -1.0 | -6 | 34 | -1.6 | 8 | 2 | -12 | -0.89
S=C1NCN(CCc2ccccc2)CN1Cc1ccccc1 | -1 | -3.8 | -14 | -1.0 | -0.5 | 5 | -35 | -10 | 0.019
CCOc1ccc(C(=O)NC2CCN(C(=O)Nc3ccccc3OC)CC2)cc1 | 1 | 0.6 | -10 | 0.5 | -0.9 | -2 | -19 | -1 | 0.025
O=C(NC(=S)NCCSc1ccccc1)c1cccnc1 | -4 | -0.3 | 1 | 0.7 | 1.1 | 6 | 13 | -18 | 3.7
COc1ccc(NC(=O)c2nc[nH]c2C(=O)N2CCC(C)CC2)cc1 | -3 | 1.9 | -9 | 0.7 | · | 10 | -10 | 2 | 0.092
COc1ccc(-c2nnc(SCC(=O)NC3CCCc4ccccc43)n2N)cc1 (centres undefined) | -4 | 1.1 | -5 | 0.5 | -0.2 | 1 | -2 | 4 | -0.26
COc1ccc(/C=N/NC(=O)c2ccc(Br)cc2)c(OC)c1 | 4 | -1.0 | 7 | -0.9 | 1.1 | · | 17 | -9 | 0.031
CCN(CC)S(=O)(=O)c1ccc2[nH]cc(C(=O)NCCN3CCCCC3C)c(=O)c2c1 (centres undefined) | 5 | -0.5 | -13 | -0.2 | 0.8 | · | -26 | -2 | 0.83
CN(C)Cc1cc(CCNC(=O)c2ccc(Cl)cc2)ccc1O | 9 | -0.6 | -9 | 1.2 | 0.0 | 4 | 6 | 4 | ·
CCCSc1nc2cc(OC)c(OC)cc2c(=N)n1CCCN1CCOCC1 | 0 | 4.3 | -15 | -1.8 | 0.2 | -24 | -16 | -1 | -2.8
Cc1ccsc1C1C(C#N)=C(N)N(N(C)C)C2=C1C(=O)CC(C)(C)C2 (centres undefined) | 1 | 2.3 | 6 | 0.5 | -0.5 | -7 | 36 | -20 | -1.1
CCC(C(=O)O)N1C(=O)c2ccccc2C1=O (centres undefined) | -2 | -0.6 | -16 | 0.4 | 0.9 | 4 | -11 | -1 | 0.69
CCOC(=O)c1c(/N=C/c2cc(C)ccc2O)sc2c1CCC2 | -5 | -1.7 | -5 | 0.4 | 0.4 | -3 | 31 | -39 | 0.49
Cc1cc(NC(=O)C(=O)NCCN2CCN(S(C)(=O)=O)CC2)ccc1Br | -2 | -0.1 | -12 | 2.4 | 0.8 | 7 | -13 | 0 | -0.17
COc1ccc(N2C(=O)CC(NNC(=O)c3ccco3)C2=O)cc1 (centres undefined) | -4 | 1.3 | -6 | -0.5 | 0.4 | -4 | 35 | -12 | 0.35
Cc1cc(C)n(C(=O)c2ccc(S(=O)(=O)NCC3CCCO3)cc2)n1 (centres undefined) | -2 | -1.0 | -15 | -0.2 | 1.5 | · | -16 | 4 | ·
CCNc1nc(NCC)nc(N(C#N)CCOc2ccccc2)n1 | 2 | -0.1 | -3 | -1.0 | 0.5 | 14 | -6 | -10 | -2
CC(C)n1c(SCC(=O)N2c3ccccc3CCc3ccccc32)nc2c1c(=O)n(C)c(=O)n2C | · | -6.2 | · | 0.4 | 0.8 | · | · | · | -0.031
Continued:
SMILES | eIF4E-4G inh | TNF necrop inh | EBV gp42 inh | zVAD death inh | PERK inh | Rad51 HR inh | Calpain2 inh | Mdm2 ligase inh | Cl transport mod
Cc1nc2c(Br)c(C)nn2c2c1CCC2 | -2 | -0.3 | 4 | 1.5 | 0.7 | -2 | -25 | 4 | 1
Cn1cccc1C(=O)C(=O)Nc1ccccc1 | 5 | -2.7 | -18 | -0.1 | 2.2 | 8 | -18 | -3 | -0.48
O=C(COc1ccc(Cl)cc1)N(Cc1ccccc1)c1ccccn1 | 1 | -1.8 | -6 | -0.1 | 0.3 | 7 | 14 | 2 | -1.2
Cc1cc(F)ccc1NCC(=O)Nc1ccccc1Br | 3[fluorescence artefact?] | 0.9 | -21 | 1.9 | 0.1 | 10 | 3 | -5 | -0.97
COC(=O)CSc1nnc2n(C3CCCCC3)c(=O)c3c4c(sc3n12)CCCC4 | 9 | -1.0 | -6 | 4.5 | -0.7 | 3 | -29 | -14 | ·
CC(=O)c1c(C(C)=O)c(C)n(CCCCn2c(C)c(C(C)=O)c(C(C)=O)c2C)c1C | · | -0.9 | · | 1.0 | -0.7 | · | · | · | 0.38
O=C(CCNS(=O)(=O)c1ccc(Br)cc1)NC1CCCCC1 | 1 | 0.8 | -15 | -0.4 | -0.1 | -3 | 33 | -12 | -1.1
CCCCNC(=S)Nc1ccc(Cl)cc1 | 4 | -2.9 | -10 | 0.4 | 0.8 | · | 0 | 0 | -0.02
O=C(O)c1ccc(-n2c(-c3ccc(Br)cc3)n[nH]c2=S)cc1 | -1[fluorescence artefact?] | 0.2 | -8 | 0.1 | 0.9 | 8 | -13 | -4 | 0.011
CC(Oc1ccc(F)cc1)C(=O)Nc1sc2c(c1C(=O)NCc1cccnc1)CCCC2 (centres undefined) | 6 | -3.9 | -13 | 0.4 | -0.4 | 4 | 7 | -12 | -1.4
N#Cc1ccsc1NC(=O)CN(Cc1ccccc1)Cc1ccccc1 | 2[fluorescence artefact?] | 3.4 | -9 | -0.3 | -0.5 | 30 | 38 | -3 | 1.1
O=C(Cn1nnc(-c2ccccc2)n1)NNC(=O)c1ccc(Br)cc1 | -1 | 0.1 | -13 | 2.0 | 0.7 | 10 | -8 | -8 | 0.28
COc1ccccc1NC(=O)C12CC3CC(C1)CC(c1ccc(C)cc1)(C3)C2 | 1 | -0.3 | -4 | 0.3 | -0.1 | -10 | 47 | -3 | 1.5
O=S(=O)(Nc1ccccc1Cl)c1ccc(F)cc1 | 8[fluorescence artefact?] | -0.9 | -18 | 0.0 | 1.0 | -4 | -19 | -7 | ·
CN(C)c1nc(Nc2ccccc2)nc(N(C)C)n1 | 0[fluorescence artefact?] | -0.1 | -14 | 1.2 | -0.5 | -4 | 6 | -14 | ·
Cc1c(O)c(=O)ccn1C | 2&-2 | 0.1 | -4&-3 | 2.8 | 0.3&1.7 | -4 | 18&19 | · | 0.95&0.15
COc1cccc(CN2C(=O)CN(C3CCCCC3)C(=O)C2c2ccc(F)cc2)c1 (centres undefined) | 1 | -1.5 | -16 | -0.5 | -0.4 | 6 | -8 | -23 | ·
O=C(Nc1ccccc1N1CCCCC1)c1cccs1 | -7 | -2.6 | -14 | 0.2 | -1.6 | -3 | -39 | -18 | ·
O=C(Nc1ccccc1N1CCN(C(=O)c2ccccc2)CC1)c1ccccc1Cl | -11 | 2.6 | -2 | -1.6 | 0.3 | · | -6 | · | -0.44
O=C(NC(=O)c1ccccc1F)OCc1ccc(Cl)cc1Cl | -3 | -0.1 | -9 | 0.2 | 0.2 | 21 | -1 | -13 | -1.1
Cc1ccc2nc(-c3ccc(NC(=O)COC(=O)c4cncc(Br)c4)cc3)sc2c1 | -4[fluorescence artefact?] | -1.2 | -41 | 1.1 | 0.6 | -5 | -133 | -37 | 1
CCCN1C(=O)CC(c2ccco2)Sc2ccccc21 (centres undefined) | 4[fluorescence artefact?] | 0.0 | -15 | -0.9 | 0.3 | -1 | 35 | -13 | -0.6
CC(NS(=O)(=O)c1ccc(Cl)cc1)C(=O)NCCC1=CCCCC1 (centres undefined) | 3 | 0.9 | -2 | -0.2 | 0.3 | · | -12 | -13 | -0.19

In a second layout: results already given.
| SMILES | eIF4E-4G inh | TNF necrop inh | EBV gp42 inh | zVAD death inh | PERK inh | Rad51 HR inh | Calpain2 inh | Mdm2 ligase inh | Cl transport mod |
| --- | --- | --- | --- | --- | --- | --- | --- | --- | --- |
| COc1ccc(N2C(=O)CC(NNC(=O)c3ccco3)C2=O)cc1 (centres undefined) | -4 | 1.3 | -6 | -0.5 | 0.4 | -4 | 35 | -12 | 0.35 |
| Nc1nnn(CC(=O)N/N=C/c2ccc(O)cc2)n1 | 2 | 0.4 | -11 | 1.0 | 0.6 | -28 | 17 | -13 | 0.29 |
| CCNc1nc(NCC)nc(N(C#N)CCOc2ccccc2)n1 | 2 | -0.1 | -3 | -1.0 | 0.5 | 14 | -6 | -10 | -2 |
| CCCCNC(=S)Nc1ccc(Cl)cc1 | 4 | -2.9 | -10 | 0.4 | 0.8 | · | 0 | 0 | -0.02 |
| O=C(NC(=S)NCCSc1ccccc1)c1cccnc1 | -4 | -0.3 | 1 | 0.7 | 1.1 | 6 | 13 | -18 | 3.7 |

A second format for 4 compounds above:
Results follow in this order: eIF4E-4G inh, TNF necrop inh, EBV gp42 inh, zVAD death inh, PERK inh, Rad51 HR inh, Calpain2 inh, Mdm2 ligase inh, Cl transport mod
Cc1c(O)c(=O)ccn1C
    2&-2, 0.1, -4&-3, 2.8, 0.3&1.7, -4, 18&19, ·, 0.95&0.15
COc1cccc(CN2C(=O)CN(C3CCCCC3)C(=O)C2c2ccc(F)cc2)c1 (centres undefined)
    1, -1.5, -16, -0.5, -0.4, 6, -8, -23, ·
O=C(Nc1ccccc1N1CCCCC1)c1cccs1
    -7, -2.6, -14, 0.2, -1.6, -3, -39, -18, ·
O=C(Nc1ccccc1N1CCN(C(=O)c2ccccc2)CC1)c1ccccc1Cl
    -11, 2.6, -2, -1.6, 0.3, ·, -6, ·, -0.44
